# FEN1 inh: qHTS Assay for the Inhibitors of Human Flap endonuclease 1 (FEN1); Potency, µM (highest dose often 114 µM), inactives show top-dose activity change, negative = inhibition, usual class: inhibitors; hit rate 0.35% among 390,000; P39748; Recombinant FEN1 flap cleavage, fluorescence, 15 min; note: nearly all actives have a fitted effect of over 65% in size
#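 Steps: FEN1 (10 nM) dispensed; compound added by pin tool; 15 min at room temperature; substrate added to 50 nM final; reads at 0 min and 15 min; data normalized and fitted (four-parameter Hill).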
# N370S GC mod: qHTS Assay for Inhibitors and Activators of N370S glucocerebrosidase as a Potential Chaperone Treatment of Gaucher Disease; N370S GC spleen homogenate, 4MU-glucoside fluorescence; Potency, µM (titrated, usually from 59.4 µM), for inactives: top-dose activity change, negative = inhibition, usual class: inhibitors; hit rate 0.092% among 330,000; AID 2101, 2009;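 note: 0% = full enzyme activity and -100% = no enzyme basal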
# GCN5L2 inh: qHTS Assay for Inhibitors of GCN5L2; AID 504327, 2011; hit rate 0.21% among 390,000; Potency, µM (highest dose often 58.9 µM), without a hit: top-dose activity change, negative = inhibition, usual class: inhibitors; Histone acetyltransferase KAT2A (Homo sapiens), Q92830; GCN5L2 HAT assay, ThioGlo1 CoA-SH fluorescence
# Target sequence (Q92830 whole entry, looked up): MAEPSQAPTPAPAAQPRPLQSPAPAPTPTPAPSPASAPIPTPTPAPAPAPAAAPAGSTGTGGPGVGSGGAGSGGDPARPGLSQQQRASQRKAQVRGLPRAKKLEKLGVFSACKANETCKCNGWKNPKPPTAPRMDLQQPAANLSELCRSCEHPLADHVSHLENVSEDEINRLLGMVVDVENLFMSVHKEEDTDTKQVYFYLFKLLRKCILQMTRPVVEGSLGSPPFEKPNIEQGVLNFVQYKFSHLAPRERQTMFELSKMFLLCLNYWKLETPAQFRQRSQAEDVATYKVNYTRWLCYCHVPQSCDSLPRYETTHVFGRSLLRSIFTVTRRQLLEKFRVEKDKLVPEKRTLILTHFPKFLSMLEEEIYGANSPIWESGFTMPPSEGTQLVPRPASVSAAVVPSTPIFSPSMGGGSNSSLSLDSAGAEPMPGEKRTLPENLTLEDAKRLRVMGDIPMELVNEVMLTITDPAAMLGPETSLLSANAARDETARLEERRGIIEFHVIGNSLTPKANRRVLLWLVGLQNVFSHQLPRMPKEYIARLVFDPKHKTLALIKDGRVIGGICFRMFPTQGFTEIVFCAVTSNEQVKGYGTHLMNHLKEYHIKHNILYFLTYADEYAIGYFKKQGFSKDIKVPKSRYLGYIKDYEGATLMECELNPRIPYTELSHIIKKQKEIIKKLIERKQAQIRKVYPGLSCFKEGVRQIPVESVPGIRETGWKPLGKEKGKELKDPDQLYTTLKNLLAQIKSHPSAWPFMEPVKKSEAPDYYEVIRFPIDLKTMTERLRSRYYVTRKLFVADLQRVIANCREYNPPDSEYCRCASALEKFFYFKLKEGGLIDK
#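 GCN5L2 (20 nM) in 50mM HEPES pH 7.5, 0.1mM EDTA, 0.01% Tween-20 preincubated 15 min with compounds at room temperature. Reaction started with H3(1-25) 75uM, acetyl-CoA 70uM, ThioGlo1 50uM; CoA-thiol fluorescence (Ex340/Em540) read at 0 and 20 min.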
# An asterisk follows results filed as active; ? = inconclusive; nt = not tested or not shown; & = joins results of further samples; [ ] = another dose, or the depositor's remark. Calls come from the whole dose curve; as a rule, active = well fitted curve in the direction sought with a large enough effect; inconclusive = small, poorly fitted or top-dose-only effect, or another doubt; inactive = no such curve, though single readings can be large; an effect the other way counts as inactive or inconclusive. Unless noted, % is set by controls: 0 for no effect and ±100 for the full control effect; potency is the fitted concentration of half-maximal effect. Random draw from the library, and some 0.54% of all compounds hit somewhere here.
SMILES,FEN1 inh,N370S GC mod,GCN5L2 inh
CCCCn1c(N)c(N(CC(C)C)C(=O)c2cc(-c3ccc(F)cc3)nc3ccccc23)c(=O)[nH]c1=O,-5%,-8%,0%
COCC1CCN(C(=O)C2CCC(=O)N(CCc3ccc(Cl)cc3)C2)CC1 (centres undefined),3%,1%,-9%
O=C(Nc1ccccc1C(F)(F)F)N1CCCC1c1cccnc1 (centres undefined),-7%,-10%,-1%
CC(=O)Nc1ccc(S(=O)(=O)NC2CCS(=O)(=O)C2)cc1Cl (centres undefined),14%,-25%,-1%
O=C1NC(NS(=O)(=O)c2ccc(Cl)cc2)(C(F)(F)F)C(=O)N1CCc1ccccc1 (centres undefined),20%,1%,2%
CCCn1c2ccc(F)cc2c2nnc(NN)nc21,-17%,12%,0%
Cc1ccccc1N1CCN(C2CCCN(C(=O)c3csc(C(C)C)n3)C2)CC1 (centres undefined),-4%,-4%,?
O=C(NC1CCCCCCC1)C1c2ccccc2C(=O)N1Cc1cccs1 (centres undefined),-5%,?,45%[activator]
Cc1cc(NC(=O)CSc2nnc(NCc3ccco3)s2)no1,-1%,nt,-9%
COc1ccc(CCC(=O)NCc2ccc3c(c2)CCN3C(=O)c2cccc(C)c2)cc1,12%,nt,-1%
CN1C(=O)/C(=C\c2ccccc2F)Sc2ccc(C(=O)NC3CCN(Cc4ccccc4)CC3)cc21,-10%,-18%,-13%
COc1ccc(Br)cc1/C=C\C(=O)NCc1cccnc1,9%,4%,-2%
Cc1ccc(CNC(=O)C2CCC(=O)N2Cc2ccc(C)cc2)cc1 (centres undefined),21%,-7%,-3%
O=C(Nc1ccccc1Oc1cccnc1)C1CCCN(C/C=C/c2ccc(F)cc2)C1 (centres undefined),-6%,-11%,-21%
O=C(c1ccccc1)N1CCCCC1CCN1CCCCC1 (centres undefined),-3%,nt,1%
CSc1ccc(S(=O)(=O)NCC(=O)OCC(=O)NC2(C#N)CCCCC2)cc1[N+](=O)[O-],33%,0%,-5%
CCOC(=O)c1ccccc1NC(=O)/C=C/C(=O)O,9%,5%,-5%
CC(C)=CCN1CCN(Cc2ccc(Oc3ncccn3)cc2)CC1CCO (centres undefined),-7%,-20%,-4%
O=C(CN1CCOCC1)Nc1ncccn1,-1%,-1%,-1%
NC1=NC(=O)/C(=C/c2ccc(-c3ccc(S(N)(=O)=O)cc3)o2)S1,?,-9%,-3%
O=C(Oc1ccc(-c2cnc3ccccc3n2)cc1)c1ccc(Br)o1,2%,-1%,-6%
COc1cccc(N2CC(=O)N(NC(=O)c3sc4nc(C)cc(C)c4c3N)CC2=O)c1,1%,-23%,?
Cc1cccc(CC(=O)N2CCN(C(=O)c3ccco3)CC2)c1,3%,-2%,-1%
CCO[C@H]1OC(C(=O)N2CCN(C)CC2)=C[C@@H](c2coc3ccccc3c2=O)[C@@H]1CCCO,17%,-2%,-1%
Cc1ccc(C)c(NC(=O)CSc2nnc(-c3ccccc3)o2)c1,-12%,2%,-4%
Cc1[nH]n2c(=O)cc(-c3ccccc3Cl)nc2c1-c1ccccc1,-20%,nt,1%
CCOc1nc(NCCN2CCOCC2)nc(Nc2ccc([N+](=O)[O-])cc2)n1,-20%,-1%,-1%
Brc1ccc(-c2nc(-c3ccccc3)no2)o1,-3%,6%,-6%
O=C(CSc1n[nH]c(-c2cccs2)n1)N1CCOCC1,1%,nt,0%
CC(NS(=O)(=O)c1ccc(Br)cc1)C(c1cccs1)N1CCOCC1 (centres undefined),-19%,0%,-1%
CC(C)Oc1ccc(/C=N/NC(=O)C2CCCN2S(=O)(=O)c2ccc(Cl)cc2)cc1 (centres undefined),2%,-5%,nt
Cc1ccc(NC(=O)c2cc(-c3ccc(C)o3)nc3ccccc23)cc1,-1%,5%,-5%
CC(/C=N/n1c(-c2ccncc2)n[nH]c1=S)=C\c1ccco1,?,-6%,-12%
CCn1c(SCC(=O)N/N=C/C=C/c2ccccc2[N+](=O)[O-])nnc1-c1ccccc1,5%,7%,-11%
COc1ccccc1C(=O)N/C(=C\c1cn(S(=O)(=O)N(C)C)c2ccccc12)C(=O)NCCCn1ccnc1,14%,nt,-3%
CC(=O)N1CCN(S(=O)(=O)c2cccc(C(=O)NNC(=O)COc3c(C)cccc3C)c2)CC1,7%,nt,-2%
O=S(=O)(Nc1cc(Cl)ccc1-n1cncn1)c1ccc(F)cc1,20%,nt,-3%
CC1=C(C(N)=O)C(c2ccccc2)n2nc(-c3cccc(C)c3)nc2N1 (centres undefined),14%,2%,-5%
Cc1cc2c(cc1C)C(c1cccc([N+](=O)[O-])c1)CC(=O)N2 (centres undefined),3%,?,-1%
O=[N+]([O-])c1ccc(N2CCN(c3nc(-c4ccc(Cl)cc4)cs3)CC2)cc1,-6%,4%,-7%
COc1ccc(/C=C/C(=O)NC(C)(C)C)cc1S(=O)(=O)N1CCOCC1,-2%,-1%,3%
C=CCNC(=O)C(C)N1C(=O)c2ccccc2C1=O (centres undefined),11%,2%,-2%
O=C(O)CSc1nnc(-c2ccc(Cl)cc2Cl)n1-c1ccc(Cl)cc1,-4%,4%,-4%
Cc1cc(C(=O)N/N=C/c2ccc(-c3cccc(Br)c3)o2)n[nH]1,15%,15%,?
CN1CCN(c2ncnc3ccc(-c4ccc5c(c4)OCO5)cc23)CC1,nt,?,-20%
CSc1ccccc1OCc1cc(C(=O)NC2CCOC2)no1 (centres undefined),-8%,-7%,0%
COc1ccc(NS(=O)(=O)c2cccc(C(=O)NNC(=O)NCCCl)c2)cc1,2%,8%,-3%
CCOC(=O)C1CCN(C(=O)CCC(=O)NCCc2ccc(Cl)cc2)CC1,0%,-4%,-10%
O=C(NCc1ccccc1)c1ccc(CSc2ccccc2)o1,-12%,15%,-11%
CCSc1ncc(Cl)c(C(=O)Nc2nnc(CC)s2)n1,13%,nt,0%
CCOC(=O)CCCC(=O)Nc1ncnc2c1C(c1ccccc1)c1c(ccc3ccccc13)O2 (centres undefined),5%,nt,-12%
Cc1cc(Nc2ccccc2O)nc(C)n1,0%,nt,-4%
COc1cc(C2C(C(N)=O)=C(C)Nc3nc(CCCO)nn32)cc(OC)c1OC (centres undefined),-3%,-6%,-12%
O=C(COc1ccccc1[N+](=O)[O-])NCC1(N2CCCCC2)CCCCC1,-4%,nt,-2%
Cc1ccc(S(=O)(=O)c2c(Nc3cc(F)ccc3F)sc(C(=O)c3ccc(F)cc3)c2N)cc1,3%,nt,-10%
O=C(Cn1nnc(-c2ccc(CN3CCOCC3)cc2)n1)N(c1ccccc1)c1ccccc1,-9%,-14%,-17%
O=C(CCNS(=O)(=O)c1ccc(Br)cc1)NCC1CCCO1 (centres undefined),5%,nt,4%
COc1cc(SC)ccc1C(=O)Nc1ccc2c(c1)OCO2,-1%,2%,-14%
CC(=O)Nc1ccc(S(=O)(=O)NNC(=O)c2cc3c4ccccc4n(C)c3s2)cc1,6%,0%,1%
Cc1ccc(NC(=O)C2CCN(S(=O)(=O)c3ccccc3)CC2)cc1,-6%,2%,-2%
# (cont.)
SMILES,FEN1 inh,N370S GC mod,GCN5L2 inh
C=CCC[C@H](Cc1ccc(F)cc1)C(=O)OC[C@H]1CCCN1C(=O)[C@@H](CC=C)CC(=O)NCCO,22%,nt,-3%
CCOCCCNC(=O)c1ccc(OC(C)=O)cc1,-1%,-9%,-3%
COc1ccc(C(=O)c2cn(Cc3ccccc3F)c3cc4c(cc3c2=O)OCO4)cc1,0%,nt,-4%
CC1(C)C(=O)Nc2ccccc2N1C(=O)COc1ncnc2ccccc12,-5%,12%,-4%
Cc1cccc(-c2c3c(=O)n(C)c(=O)n(C)c3cn2CC2CCCO2)c1 (centres undefined),-9%,-12%,9%
CCOCCCNC1=C(Cl)C(=O)c2ccccc2C1=O,?,4%,-22%
COc1ccc2nc(N3C(=O)C(O)=C(C(=O)c4ccco4)C3c3ccccc3OC)sc2c1 (centres undefined),-7%,2%,-21%
O=C(NC(=S)Nc1ccccc1N1CCN(C(=O)c2ccccc2)CC1)c1cccs1,-5%,-5%,0%
CCn1cc2nc(SCc3ccc(F)cc3)n(Cc3ccc(Cl)cc3)c(=O)c2n1,1%,nt,0%
O=C(Oc1ccc(N2C(=O)CCC2=O)cc1)c1ccccc1Cl,-7%,5%,1%
Cc1ccc(-c2cc(C3C4C=CCC(C)C4C(=O)N3Cc3ccccc3)ccc2F)cc1 (centres undefined),-26%,-2%,nt
Cc1c(C(=O)NCC2CCCO2)oc2c(Cl)cccc12 (centres undefined),-1%,-1%,-2%
O=C(CSc1nc2ccccc2c(=O)n1-c1ccccc1Cl)Nc1cccc(S(=O)(=O)N2CCOCC2)c1,-3%,17%,-3%
O=C(NC1CCCc2ccccc21)c1ccc2c(c1)sc1nc(-c3ccc(F)cc3)cn12 (centres undefined),25%,nt,-6%
CC(C)Oc1ccc(C(=O)Nc2ccc(-c3nc4ccccc4s3)cc2)cc1,1%,nt,-16%
CCCCCCOc1ccc(N2C(=O)CC(N3CCN(CCN=CC4=C(O)CC(C)(C)CC4=O)CC3)C2=O)cc1 (centres undefined),-11%,-24%,-19%
CCOC(=O)C1=C(N)c2ccccc2CC1C(C)C (centres undefined),-6%,4%,-2%
Cc1cccc(-c2c3c(=O)n(C)c(=O)n(C)c3c3c(C)nc4ccccc4n23)c1,11%,nt,2%
CN(CCOC(=O)c1ccc2c(c1)OCO2)C(C)(C)C,-1%,-17%,0%
COc1ccccc1CNC(=O)CCCn1c(=O)c2ccccc2n(CC(=O)Nc2ccc(C)cc2Cl)c1=O,-4%,nt,-2%
Cc1ccccc1-n1nnc2c(=O)oc3ccccc3c21,8%,6%,?
Cc1cc(C(=O)Nc2cc(Br)ccc2O)on1,-3%,-4%,35%[activator]
C/C(=C\CNc1ncnc2c1ncn2[C@@H]1O[C@H](CO)[C@@H](O)[C@H]1O)CO,nt,-2%,6%
CCOC(=O)c1c(C)[nH]c(C)c1C(=O)COc1ncnc2cc([N+](=O)[O-])ccc12,-22%,-3%,-5%
O=S(=O)(c1cccc2nonc12)N1CCCCC1,-2%,6%,-26%
N#Cc1nc(N2CCCCC2)nc(N2CCOCC2)n1,0%&3%,18%,-7%
O=C(COC(=O)CCSc1ccc(Cl)cc1)NCCc1ccccc1,2%,1%,-1%
COC(=O)c1ccc(-c2n[nH]c(=O)c3ccccc23)cc1,0%,-1%,2%
Cc1ccc(C)c(-n2c3nc(=O)[nH]c(=O)c-3cc3c(C)nn(-c4ccccc4)c32)c1,2%,nt,-5%
CCCNc1ncnc2onc(C)c12,-2%&-3%,5%,-9%&-19%
COC(=O)Cn1cnc2c(nnn2-c2ccc(OC)cc2)c1=O,2%,-5%,-10%

# Laid out differently: 4 of the compounds above
O=C(COC(=O)CCSc1ccc(Cl)cc1)NCCc1ccccc1
- FEN1 inh: 2%
- N370S GC mod: 1%
- GCN5L2 inh: -1%

COC(=O)c1ccc(-c2n[nH]c(=O)c3ccccc23)cc1
- FEN1 inh: 0%
- N370S GC mod: -1%
- GCN5L2 inh: 2%

Cc1ccc(C)c(-n2c3nc(=O)[nH]c(=O)c-3cc3c(C)nn(-c4ccccc4)c32)c1
- FEN1 inh: 2%
- N370S GC mod: nt
- GCN5L2 inh: -5%

CCCNc1ncnc2onc(C)c12
- FEN1 inh: -2%&-3%
- N370S GC mod: 5%
- GCN5L2 inh: -9%&-19%

# Some of the entries so far, as labelled records.
> CCOC(=O)C1=C(N)c2ccccc2CC1C(C)C (centres undefined)
  FEN1 inh: -6%	N370S GC mod: 4%	GCN5L2 inh: -2%
> C/C(=C\CNc1ncnc2c1ncn2[C@@H]1O[C@H](CO)[C@@H](O)[C@H]1O)CO
  FEN1 inh: nt	N370S GC mod: -2%	GCN5L2 inh: 6%
> CCCCCCOc1ccc(N2C(=O)CC(N3CCN(CCN=CC4=C(O)CC(C)(C)CC4=O)CC3)C2=O)cc1 (centres undefined)
  FEN1 inh: -11%	N370S GC mod: -24%	GCN5L2 inh: -19%
> Cc1cc(C(=O)Nc2cc(Br)ccc2O)on1
  FEN1 inh: -3%	N370S GC mod: -4%	GCN5L2 inh: 35%[activator]

# Screens (PubChem BioAssay)
